Assay outcomes: PubChem, National Center for Advancing Translational Sciences (NCATS)
FUS yeast rescue: FUS proteinopathy suppression in yeast; Potency, µM (doses to about 76.6 µM), inactives show at the highest dose growth rescue (activation), actives largely listed as activators; actives 0.24% (n = 390,000); S. cerevisiae FUS-expressing, growth rescue, OD600, 24 h;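 further: potency means the concentration at half of the fitted maximal effect; plate controls were DMSO vehicle for no effect and reference control for full effect; nearly all actives have a fitted effect of over 55% in size; some results filed as inactive show a strong effect at the top dose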
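Toxicity suppression screen in FUS-yeast. Cells induced with 2% galactose, starting OD 0.005, treated 24hr at 30C with compounds at multiple final concentrations; growth by OD600.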
IL-2 act: activators of IL-2; IL-2 activation reporter assay, cell-based qHTS; stimulated with anti-CD3/CD4/CD28 beads; in transgenic mouse T cells; activation, % (series mostly up to about 46 µM); actives 0.065% (n = 360,000); in the data active means activation above about 50%; inconclusive means mostly about 30% to 49%; further: 0% is about no effect
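Readout is EGFP and DsRed signal by fluorescent plate cytometry after 18 h at 37 degrees C. Transgenic mouse T cells (750/well) received compound for 60 min before bead stimulation (anti-CD3, anti-CD4, anti-CD28); memory T cells served as non-tolerant control.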
WRN helicase inh: blocks human WRN helicase; Q14191; WRN helicase unwinding, fluorescent forked duplex, kinetic; Potency, µM (titrated, usually from 114 µM), inactives show top-dose activity change, negative = inhibition, actives largely listed as inhibitors; actives 0.46% (n = 360,000); further: potency means the concentration at half of the fitted maximal effect; on the % scale 0 is the no-effect control and ±100 the full control effect; nearly all actives have a fitted effect of over 55% in size
Target sequence (Q14191 whole entry, looked up): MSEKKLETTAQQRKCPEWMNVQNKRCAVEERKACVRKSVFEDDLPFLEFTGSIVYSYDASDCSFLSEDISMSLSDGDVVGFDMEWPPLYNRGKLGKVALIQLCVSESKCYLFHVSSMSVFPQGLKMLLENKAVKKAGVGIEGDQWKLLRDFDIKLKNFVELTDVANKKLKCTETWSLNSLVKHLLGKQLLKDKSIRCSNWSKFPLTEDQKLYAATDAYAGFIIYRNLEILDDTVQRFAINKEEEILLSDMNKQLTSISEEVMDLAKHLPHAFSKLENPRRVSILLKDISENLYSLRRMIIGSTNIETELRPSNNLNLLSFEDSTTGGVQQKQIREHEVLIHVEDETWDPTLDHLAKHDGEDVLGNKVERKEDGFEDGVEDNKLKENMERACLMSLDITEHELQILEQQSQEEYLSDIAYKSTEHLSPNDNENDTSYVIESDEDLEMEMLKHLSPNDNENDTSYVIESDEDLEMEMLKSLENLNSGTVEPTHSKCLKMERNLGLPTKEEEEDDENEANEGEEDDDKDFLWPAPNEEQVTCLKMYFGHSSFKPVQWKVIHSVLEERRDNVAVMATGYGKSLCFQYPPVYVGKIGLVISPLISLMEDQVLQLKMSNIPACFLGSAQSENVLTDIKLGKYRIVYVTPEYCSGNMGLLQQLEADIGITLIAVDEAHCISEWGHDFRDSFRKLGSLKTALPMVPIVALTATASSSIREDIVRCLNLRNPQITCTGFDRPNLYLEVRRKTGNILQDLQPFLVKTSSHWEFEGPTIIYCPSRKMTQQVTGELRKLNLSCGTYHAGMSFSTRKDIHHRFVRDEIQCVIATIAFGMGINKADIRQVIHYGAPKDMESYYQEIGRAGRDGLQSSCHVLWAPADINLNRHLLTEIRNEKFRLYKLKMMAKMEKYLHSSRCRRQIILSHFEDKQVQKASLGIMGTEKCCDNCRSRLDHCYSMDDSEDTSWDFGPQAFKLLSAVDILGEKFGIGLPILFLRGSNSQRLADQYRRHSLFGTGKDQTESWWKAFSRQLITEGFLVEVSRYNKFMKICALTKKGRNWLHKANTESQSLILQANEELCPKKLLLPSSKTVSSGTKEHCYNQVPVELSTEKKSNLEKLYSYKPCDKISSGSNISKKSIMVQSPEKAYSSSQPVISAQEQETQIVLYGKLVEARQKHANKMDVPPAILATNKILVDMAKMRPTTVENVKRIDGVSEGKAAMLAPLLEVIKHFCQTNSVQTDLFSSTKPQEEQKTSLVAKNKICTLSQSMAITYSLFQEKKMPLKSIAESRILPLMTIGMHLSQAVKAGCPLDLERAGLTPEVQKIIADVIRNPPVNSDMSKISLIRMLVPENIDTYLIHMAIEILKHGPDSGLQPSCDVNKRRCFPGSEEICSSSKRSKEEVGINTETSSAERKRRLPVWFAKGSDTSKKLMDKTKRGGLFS
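WRN at 20 nM final was preincubated with compound for 15 min at room temperature; reaction started with 100 nM forked duplex oligonucleotide carrying fluorophore and quencher plus 2 mM ATP (final). Unwinding followed kinetically by red fluorescence (ex 525/em 598 nm).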
PI5P4Ka inh: blocks human PI5P4K alpha kinase activity. AID 652105. PI5P4Kalpha enzyme, ADP-Glo luminescence, 60 min; stronger effect = lower value. max response, %. P48426. actives 1.2% (n = 330,000); active means max response of -50% or lower; inconclusive means between -30% and -50%; inactive means -30% or higher; further: value at the top dose of about 77 µM; on the % scale 0 is the no-effect control and ±100 the full control effect
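Single end-point luminescence (ADP-Glo) quantified ADP from PI5P4Kalpha turnover; ATP 5 microM final, 1 h at RT, 0.1% CHAPS and 0.28 mM EGTA in HEPES pH 7.4.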
aSyn yeast inh: alpha-synuclein toxicity inhibition in yeast. Yeast expressing alpha-synuclein, growth rescue, BacTiter-Glo, 24 h. Potency, µM (series often up to 46.1 µM), for the others: at the top dose growth rescue (activation), usual class: activators. actives 0.14% (n = 370,000); further: potency means the concentration at half of the fitted maximal effect; % of control where 0% means no effect; nearly all actives have a fitted effect of over 65% in size
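Readout is rescue of growth in alpha-synuclein-expressing yeast, so inhibitors of toxicity appear as activators. Growth after 24 hr at 30 deg C in galactose medium is quantified by luminescence.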
EPAC1 ag: activates human EPAC1 exchange factor | O95398 | EPAC1 agonist qHTS, biochemical assay; response scale: 100% = response to 6.5 mM cAMP | Potency, µM (doses to about 154 µM), without a hit: at the top dose activation, usual class: activators | actives 0.073% (n = 360,000) | AID 720707; further: potency means the concentration at half of the fitted maximal effect; nearly all actives have a fitted effect of over 60% in size
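Nucleotide exchange by EPAC1 (100 nM) on Rap1B–BODIPY-GDP (250 nM) in the presence of 50 uM GDP is tracked fluorescently at 480/540 nm over 30 min. Signals are normalized to a 6.5 mM cAMP control.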
PLK1 PBD inh: inhibitors of human PLK1 polo-box domain binding. P53350. Plk1 PBD binding of FITC phosphopeptide, fluorescence polarization. Potency, µM, for inactives: max response, negative = inhibition, usual class: inhibitors. actives 2.8% (n = 360,000). AID 720504; further: potency means the concentration at half of the fitted maximal effect; series mostly up to about 57 µM; on the % scale 0 is the no-effect control and ±100 the full control effect; nearly all actives have a fitted effect of over 65% in size
Abeta yeast res: A-beta toxicity reversal in yeast; yeast expressing A-beta42, growth rescue, OD600, 48 h; response scale: 0% DMSO, 100% iron-clioquinol control; Potency, µM (titrated, usually from 46.1 µM), inactives show at the highest dose growth rescue, actives largely listed as activators; actives 0.063% (n = 410,000); AID 1347071; further: potency means the concentration at half of the fitted maximal effect; nearly all actives have a fitted effect of over 55% in size
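Growth rescue measured by 600 nm absorbance after 48 h yeast culture at 30 C with compound. Values normalized between DMSO and an equimolar ferric chloride plus clioquinol control.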
EPAC1 antagonist: blocks human EPAC1 exchange factor; O95398; EPAC1 GEF assay, Rap1b-BODIPY-GDP exchange fluorescence; Potency, µM (doses to about 115 µM), inactives show at the highest dose activity change, negative = inhibition, actives largely listed as inhibitors; actives 0.14% (n = 360,000); AID 720709;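 further: potency means the concentration at half of the fitted maximal effect; plate controls were vehicle for no effect and positive control for full effect; nearly all actives have a fitted effect of over 50% in size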
Numbers without * were called inactive; ? = inconclusive; . = not tested or not shown; [ ] = remark or other dose. Unless noted, the call rests on the fitted dose curve; in most records, active means well fitted curve in the direction sought with a large enough effect; inconclusive means small, poorly fitted or top-dose-only effect, or another doubt; inactive means no such curve, though single readings can be large; an effect the other way counts as inactive or inconclusive. Compounds as they come, and some 4.1% of all compounds hit somewhere here.

SMILES	FUS yeast rescue	IL-2 act	WRN helicase inh	PI5P4Ka inh	aSyn yeast inh	EPAC1 ag	PLK1 PBD inh	Abeta yeast res	EPAC1 antagonist
Cc1cc(C)c(NC(=O)CCCOC(=O)C2=COCCO2)c(C)c1	7%	0.8	5%	1	-13%	1%	-5%	-17%	1%
CCCCNC(=O)CCC(=O)Nc1ccc2nc(N3CCCCC3)cc(C)c2c1	21%	-0.5	-7%	2	-7%	3%	?	-12%	-16%
CN1CCN(C(=O)c2cc3c(C(F)(F)F)nn(C)c3s2)CC1	9%	0.4	-2%	8	3%	3%	-2%	9%	?
Cc1ccc(SC(C)C(=O)Nc2cccc(N(C)S(C)(=O)=O)c2)cc1 (stereo not drawn)	12%	-1.7	5%	.	-1%	-3%	-4%	0%	21%
CC(C)C[C@H]1COCCS(=O)(=O)N1Cc1cccc(Cl)c1	12%	-2.8	-11%	11	1%	-22%	-10%	-2%	-20%
O=C(COc1ccccc1)NC(NC(=S)Nc1ccccc1C(=O)O)C(Cl)(Cl)Cl (stereo not drawn)	52%	-5.0	-33%	-7	-17%	8%	27µM*	-6%	-1%
O=C(COC(=O)Cc1c[nH]c2ccccc12)NCCc1ccccc1	-4%	1.9	-1%	4	1%	4%	7%	-2%	-18%
Cc1csc(=O)n1CC(=O)OCC(=O)NNC(=O)c1ccc(Cl)cc1	-5%	1.0	-6%	0	0%[1.84 µM]	-2%	-11%	1%	4%
NS(=O)(=O)c1ccc(CNC(=O)c2ccc(Cl)cc2[N+](=O)[O-])cc1	-1%	1.3	-6%	-4	2%	5%	6%	13%	3%
Cc1nc(N2CCNCC2)c2c3c(sc2n1)CCCC3	-7%	1.9	4%	3	-2%	4%	-15%	-9%	-10%
CCCCCn1c(=O)c(F)cn(Cc2ccc(OC)c([N+](=O)[O-])c2)c1=O	29%	-3.7	1%	4	-5%	9%	-6%	-4%	-2%
O=C(NCc1ccccc1Cl)c1cccc(OC2CCN(C(=O)C3CC3)CC2)c1	24%	-4.5	-6%	-2	0%	1%	0%	16%	1%
C=CCNc1nnc(SC2CC(=O)N(c3ccc(OC)cc3)C2=O)s1 (stereo not drawn)	22%	-1.4	-3%	.	3%	13%	27µM*	-2%	1%
CCc1ccc(C(C)NC(=O)c2cccs2)cc1 (stereo not drawn)	0%	0.1	-2%	-3	-22%	8%	3%	6%	-5%
C=CCN(CC=C)C(=O)Cc1ccc(F)cc1	7%	-3.3	-9%	.	-10%	11%	-9%	-7%	9%

Compound profiles, from the list above:
`Cc1ccc(SC(C)C(=O)Nc2cccc(N(C)S(C)(=O)=O)c2)cc1` (stereo not drawn) in the list: FUS yeast rescue: 12%; IL-2 act: -1.7; WRN helicase inh: 5%; PI5P4Ka inh: .; aSyn yeast inh: -1%; EPAC1 ag: -3%; PLK1 PBD inh: -4%; Abeta yeast res: 0%; EPAC1 antagonist: 21%
`O=C(COC(=O)Cc1c[nH]c2ccccc12)NCCc1ccccc1` in the list: FUS yeast rescue: -4%; IL-2 act: 1.9; WRN helicase inh: -1%; PI5P4Ka inh: 4; aSyn yeast inh: 1%; EPAC1 ag: 4%; PLK1 PBD inh: 7%; Abeta yeast res: -2%; EPAC1 antagonist: -18%

New compounds follow:
SMILES	FUS yeast rescue	IL-2 act	WRN helicase inh	PI5P4Ka inh	aSyn yeast inh	EPAC1 ag	PLK1 PBD inh	Abeta yeast res	EPAC1 antagonist
Cc1ccc(NC(=O)C2CCN(C(=O)c3ccc(Cl)cc3)CC2)nc1	-3%	-1.5	-2%	0	11%	1%	4%	20%	3%
COc1ccc(CC(=O)NNC2=Nc3cccc4cccc2c34)cc1	5%	-2.2	0%	0	3%	3%	-16%	3%	-7%
CC(=O)c1cccc(NC(=O)CNC(=O)c2cc3ccccc3o2)c1	-8%	-2.9	-4%	7	1%	5%	-2%	5%	-1%
Cc1ccccc1-c1noc(C2CCCCC2)n1	21%	-3.2	9%	-10	-13%	8%	-6%	0%	18%
O=C(Nc1nnc([C@H]2C[C@H](O)[C@@H](CO)O2)s1)NC1CCCCC1	-15%	0.7	-5%	-10	1%	0%	6%	-2%	-4%
COc1cccc(CN(C)C(=O)C(CCSC)NS(=O)(=O)c2ccc3c(c2)OCCO3)c1OC (stereo not drawn)	15%	-1.0	-5%	5	2%	4%	0%	-4%	0%
COc1ccccc1N1N=C(C(=O)c2ccccc2)C2C(=O)N(c3ccc(Br)cc3)C(=O)C21 (stereo not drawn)	23%	0.2	-3%	2	-3%	?	-17%	-3%	?
C/C(=N\NC(=O)C1CC1)c1ccccc1O	8%	0.7	7%	2	0%	-3%	-15%	-15%	3%
C=CCn1c(Cc2nc3ccccc3[nH]2)n[nH]c1=S	38%	-1.2	-21%[57.1 µM]	.	2%	9%	-15%	-6%	-10%
CCOC(=O)Nc1c(C(=O)OC)[nH]c2cc(OC)ccc12	.	-3.0	-29%	-2	-12%	-4%	-8%	-3%	-5%
COC(=O)CSc1nnc(CNC(=O)c2ccccc2F)n1-c1ccccc1	4%	-0.6	3%	-6	-3%	-2%	-4%	-13%	-1%
c1ccc(-c2nc(-c3ccc(-c4ccon4)s3)no2)cc1	15%	0.5	-29%	3	-8%	4%	-11%	0%	11%
O=C(CCN1C(=O)C2C3C=CC(C4CC34)C2C1=O)Nc1ccc(Cl)cc1O (stereo not drawn)	.	0.2	-30%	-4	2%	-4%	3%	5%	-3%
N/C(=N\OCC(=O)Nc1ccc(F)c(Cl)c1)c1ccccc1	9%	-0.7	?	9	7%	3%	-9%	15%	-28%
O=C(CCCc1nc(-c2ccc(Cl)cc2)no1)NCC1CCCO1 (stereo not drawn)	18%	-4.5	7%	3	11%	-5%	-23%	-16%	0%
CCn1c(NCCO)nc2c(c1=O)C(C)(CC)Cc1ccccc1-2 (stereo not drawn)	?	-0.7	-21%	16	5%	-7%	3%	-6%	4%
CCOc1ccc(-c2cn(CCC#N)cn2)cc1	-4%	0.9	-21%	.	-7%	3%	-25%	-2%	-2%
Cc1nc2ccccc2n1S(=O)(=O)c1ccc(F)cc1	-21%	0.0	-3%	-2	2%	15%	1%	.	-18%
CCCCC1=CC2=CC(=O)C(C)(OC(=O)CC)C(=O)C2=CN1c1ccccc1 (stereo not drawn)	13%	-0.3	-7%	-3	-15%	-7%	-28%	-22%	-13%
CCCCCC(=O)OC(CN1CCCCCC1)CN1CCCC1=O (stereo not drawn)	-2%	0.1	-19%	1	4%	12%	-1%	19%	3%
COc1ccccc1-c1cccc([C@@H]2C[C@H]3[C@H](CON3C)CN2C)c1	-15%	0.3	-7%	1	0%	-6%	-16%	-6%	1%
CCC(C)c1ccccc1N1CC(C(=O)N2CCN(S(=O)(=O)c3ccc(F)cc3)CC2)CC1=O (stereo not drawn)	27%	-5.4	13%	-4	-6%	-4%	-16%	0%	-13%
COc1cc(OC)cc(C(=O)N[C@H](C(=O)OCC(=O)N2CCN(S(=O)(=O)c3ccc(C)cc3)CC2)C(C)C)c1	44%	0.9	1%	-9	7%	3%	1%	-1%	-11%
O=C(N/N=C/C(Br)=C/c1ccccc1)c1cccnc1	2%	-3.0	0%	2	9%	-3%	-9%	4%	9%
Cc1cccc(NS(=O)(=O)c2cccc(C(=O)NCCCN3CCOCC3)c2)c1	7%	-0.2	0%	3	-1%	10%	-3%	-7%	-3%
COc1ccc(N(C(=O)c2cccnc2)S(=O)(=O)c2ccc3c(c2)n(C)c(=O)n3C)cc1	5%	-0.9	6%	-3	-3%	-1%	-6%	1%	9%
CCOC(=O)Nc1ccc2c(COC(=O)CNS(=O)(=O)c3cccc(Br)c3)cc(=O)oc2c1	22%	2.1	-35%	-16	6%	2%	0%	10%	-6%
COc1ccc(C(=O)COC(=O)CNC(=O)c2ccccc2)cc1F	.	1.8	4%	-11	4%	-7%	6%	34%	2%
CCCCC(=O)N(C)c1c(CC)nc2c(OCc3cccc(Cl)c3)cccn12	10%	-0.9	-12%	-1	-1%	-9%	-8%	?	-21%
CN(c1ccccc1C(=O)Nc1ccc(S(=O)(=O)N2CCOCC2)cc1)S(C)(=O)=O	.	-0.4	-20%	7	1%	-16%	-10%	14%	-26%
O=C1c2cccc(OCC(=O)N3N=C(c4cccs4)CC3c3ccc(F)cc3)c2CCN1Cc1ccccc1 (stereo not drawn)	.	-0.1	1%	-2	17%	6%	-1%	4%	6%
O=[N+]([O-])c1cccc(Cl)c1N1CCOCC1	.	1.2	26%	-5	-6%	3%	-10%	1%	4%
COc1ccc(NC(=O)C2CSC3c4ccccc4C(=O)N23)cc1 (stereo not drawn)	35%	3.3	-13%	-5	0%	3%	-9%	13%	-9%
O=C(Nc1cc(Cl)ccc1Cl)N1CCN(C(=O)Nc2cc(Cl)ccc2Cl)CC1	.	-2.5	-14%	-2	-3%	-1%	-4%	-6%	9%
O=C1c2[nH]c(=O)[nH]c(=O)c2CN1Cc1ccccc1	-1%	-0.2	-24%	-13	1%	13%	1%	-6%	-3%
CCc1cc(C(=O)NNC(=O)CCl)sc1C	-9%	-0.8	-7%	1	5%	-7%	-4%	-2%	-3%
CCN1CCN(CCNC(=O)c2ccc(CS(=O)c3ccc(Cl)cc3)o2)CC1 (stereo not drawn)	13%	0.4	7%	0	-4%	-6%	-9%	6%	-30%
Cc1c(C(=O)N(C)C2CCCCC2)sc2ncnc(N3CCN(c4ccccc4)CC3)c12	?	-1.1	-1%	-3	5%	-1%	4%	-21%	1%
COc1ccc([N+](=O)[O-])cc1N(CC(=O)NCc1ccco1)S(C)(=O)=O	-7%	1.8	5%	4	2%	5%	-2%	-6%	-19%
C=C1C(O)[C@@H]2O[C@]3(CC[C@H](/C=C/C(C)[C@@H]4CC(C)=CC5(O[C@H](C[C@@](C)(O)CO)CCC5O)O4)O3)CC[C@H]2O[C@@H]1C(O)CC(C)[C@H]1OC2(CCCCO2)CCC1C (stereo partly drawn)	4%	-0.1	-4%	-2	-8%	-7%	-7%	-10%	-13%
